LEDGF integ inh = blockers of LEDGF/p75-dependent integrase strand transfer – biochemical, TR-FRET, high throughput, primary screen. HIV-1 integrase (with human LEDGF/p75). TR-FRET IN-LEDGF/p75 DNA integration, Eu/Cy5. inhibition, % at 3.7 µM. 370,000 tested, 0.64% active. AID 743269, 2014;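 active = inhibition above the screen-wide mean plus 3 SD, cut at about 13% in these data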;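 also: signal is the Cy5 over europium emission ratio at 671 and 618 nm; 0% = plate median of compound wells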
TDP2 absorb = human TDP2 enzyme inhibitors, primary screen, biochemical, epi absorbance, recombinant enzyme; T5PNP hydrolysis, p-nitrophenol absorbance 415 nm; AID 720702, 2013; inhibition, % at 12.8 µM; 370,000 tested, 0.34% active; Tyrosyl-DNA phosphodiesterase 2 (Homo sapiens), O95551;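 active = inhibition above the mean of all tested compounds plus 3 SD, set per campaign, cut at about 25% in these data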;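 also: 0% = DMSO with enzyme and 100% = buffer with substrate but no TDP2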
Target sequence (O95551 whole entry, looked up): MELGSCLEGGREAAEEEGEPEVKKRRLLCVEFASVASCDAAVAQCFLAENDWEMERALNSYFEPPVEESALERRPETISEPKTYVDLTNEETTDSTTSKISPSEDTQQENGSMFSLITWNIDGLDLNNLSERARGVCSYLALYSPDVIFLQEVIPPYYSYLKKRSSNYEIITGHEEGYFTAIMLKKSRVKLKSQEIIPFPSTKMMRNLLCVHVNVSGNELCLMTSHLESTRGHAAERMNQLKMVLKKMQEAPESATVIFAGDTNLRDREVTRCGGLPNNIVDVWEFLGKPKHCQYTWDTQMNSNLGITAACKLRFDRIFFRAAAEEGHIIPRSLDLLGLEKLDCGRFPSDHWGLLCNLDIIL
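Assay system: recombinant human TDP2 / Reagent: T5PNP substrate at 5 mM, a TopII-DNA adduct mimic / Measured by: epi absorbance from released p-nitrophenol / Evaluation: % inhibition relative to enzyme-containing and enzyme-free wells / Control set: enzyme-free and DMSO wells / Replicates: each compound tested once, singlicate / Schedule: enzyme reaction with compound for 2 h at 37 °C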
NPR2 activator = human GC-B receptor activators, primary screen, HEK293 GC-B cells, cGMP TR-FRET, EC30 CNP. Atrial natriuretic peptide receptor 2 (Homo sapiens), P20594. 0% at EC30 CNP, 100% saturating CNP. activation, % at 10 µM. 370,000 tested, 0.11% active. AID 1920062, 2024;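 active = activation at 10 µM reaching about 35% in either raw or pattern-adjusted values, limit read from the data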
PRMT1 FP inh = PRMT1 methyltransferase inhibitors, primary screen, biochemical, fluorescence polarization; recombinant PRMT1, activity-based probe fluorescence polarization; 370,000 tested, 1.3% active; AID 652257, 2013; inhibition, % at 2.79 µM; Protein arginine N-methyltransferase 1 (Homo sapiens), Q99873;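 active = inhibition above about 21% made by adding two undisclosed values, limit read from the data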
ABHD4 inh = ABHD4 inhibitors, primary screen, biochemical, fluorescence polarization, mouse; (Lyso)-N-acylphosphatidylethanolamine lipase (Mus musculus), Q8VD66; inhibition, % at 8.92 µM; purified mABHD4, FP-Rh probe fluorescence polarization; 370,000 tested, 0.54% active;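 active = inhibition exceeding the mean over every tested compound plus 3 SD, cut at about 30% in these data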;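 also: 0% = plate median of compound wells and 100% = S159A mutant with DMSO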
Target sequence (Q8VD66 whole entry, looked up): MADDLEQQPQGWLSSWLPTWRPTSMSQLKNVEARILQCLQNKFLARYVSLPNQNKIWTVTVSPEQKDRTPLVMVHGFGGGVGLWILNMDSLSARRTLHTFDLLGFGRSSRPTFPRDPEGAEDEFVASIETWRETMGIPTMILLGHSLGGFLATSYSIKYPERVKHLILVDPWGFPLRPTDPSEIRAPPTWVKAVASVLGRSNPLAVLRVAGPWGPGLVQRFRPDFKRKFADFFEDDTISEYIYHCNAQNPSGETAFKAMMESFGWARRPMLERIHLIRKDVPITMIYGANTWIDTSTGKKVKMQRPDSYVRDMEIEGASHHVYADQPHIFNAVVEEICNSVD
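assay system = mABHD4 protein | compound dosing = single nominal dose of 8.92 µM, 0.89% DMSO final | read-out basis = percent inhibition of probe binding, normalized to plate controls | schedule = Enzyme–compound pre-incubation 45 min, then probe 60 min, both 25 °C | detection = fluorescence polarization, excitation 525 nm, emission 598 nm, BODIPY TMR filters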
HTRA1 inhibitor = HTRA1 serine protease inhibitors, primary screen, biochemical, fluorescence polarization, HTS; AID 504803, 2011; inhibition, % at 5.96 µM; Q92743; 340,000 tested, 0.5% active; recombinant HTRA1, FP-rhodamine activity-based probe; in the data active = inhibition above about 36%;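 also: 0% = enzyme with DMSO and 100% = wells lacking enzyme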
MBD2 inh = inhibitors of MBD2 binding to methylated DNA, primary screen, biochemical, TR-FRET, DNA-binding domain, human | inhibition, % at 4.4 µM | Methyl-CpG-binding domain protein 2 (Homo sapiens), Q9UBB5 | MBD2 binding to methylated oligonucleotide | 370,000 tested, 0.31% active; in the data active = inhibition above about 13%
Target sequence (Q9UBB5 whole entry, looked up, the tested form may be a part): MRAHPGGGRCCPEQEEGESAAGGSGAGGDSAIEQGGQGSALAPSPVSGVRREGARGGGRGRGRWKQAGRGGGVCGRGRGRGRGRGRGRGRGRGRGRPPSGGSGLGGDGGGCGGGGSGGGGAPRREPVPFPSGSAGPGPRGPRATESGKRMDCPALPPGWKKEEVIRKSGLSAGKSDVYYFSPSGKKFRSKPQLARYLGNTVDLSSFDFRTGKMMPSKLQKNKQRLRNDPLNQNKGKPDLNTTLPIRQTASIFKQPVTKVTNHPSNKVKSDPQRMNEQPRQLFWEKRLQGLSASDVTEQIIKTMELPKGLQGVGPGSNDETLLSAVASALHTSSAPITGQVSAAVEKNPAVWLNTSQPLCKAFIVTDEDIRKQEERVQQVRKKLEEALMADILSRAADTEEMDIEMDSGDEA
rCAG binder = binders of r(CAG) RNA repeats, primary screen, biochemical, fluorescence; r(CAG) RNA repeat, TO-PRO-1 dye displacement fluorescence; inhibition, % at 3 µM; 370,000 tested, 1.3% active;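 active = inhibition above the plate cutoff, the mean of all test compounds on that plate plus 3 SD, cut at about 35% in these data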;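 also: 0% = DMSO alone and 100% = 100 µM mitoxantrone as full dye displacement; higher means more dye released from RNA so lower well fluorescence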
SIAE inh = human SIAE inhibitors, primary screen, biochemical, fluorescence polarization, FP-Rh probe, 1536-well HTS. Sialate O-acetylesterase (Homo sapiens), Q9HAT2. 370,000 tested, 0.69% active. inhibition, % at 9.66 µM. SIAE FP-Rh probe binding;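 active = inhibition above a cutoff: mean of compounds within the control limits plus 3 SD of those, cut at about 17% in these data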;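 also: 0% = plate median of compound wells and 100% = probe without SIAE protein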
TCR-CD3 inh = inhibitors of human TCR-CD3 interaction, primary screen, biochemical, fluorescence, TAMRA-labeled TCR probe; T-cell receptor (TCR); inhibition, % at 9.4 µM; 360,000 tested, 0.37% active; AID 651800, 2012; in the data active = inhibition above about 19%;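 also: recombinant mutant TCR 2C K166C tagged with TAMRA read by polarization; 0% = receptor in buffer alone and 100% = receptor with positive control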
* = called active by the depositor; . = no result given. This is a subset. The share of hits here may be higher or lower than overall.

SMILES	LEDGF integ inh	TDP2 absorb	NPR2 activator	PRMT1 FP inh	ABHD4 inh	HTRA1 inhibitor	MBD2 inh	rCAG binder	SIAE inh	TCR-CD3 inh
COC(=O)COc1cccc2c(=O)n(CC(=O)N3CCCCC3)ccc12	0	17	2	-3	-1	13	3	-6	6	6
CCCCS(=O)(=O)N1CCCc2nc(CC)c(CC)cc21	1	5	-1	-2	1	.	-4	-1	8	-5
O=[N+]([O-])c1ccc2[nH]c(=S)sc2c1	-3	3	-1	15	-1	-7	-4	4	-1	1
Cc1nc2ccc(NC(=O)c3cncc(Br)c3)cc2s1	-1	1	-3	-2	-3	-6	3	0	-6	7
CCOc1ccc(C(=O)NC(=S)Nc2ccc(N3CCOCC3)c(Cl)c2)cc1[N+](=O)[O-]	-5	-4	-4	1	-7	-23	5	12	-1	6
Cc1onc(-c2c(F)cccc2Cl)c1C(=O)OCC(=O)Nc1cccc(S(=O)(=O)N(C)C)c1	2	2	-2	3	-6	-16	2	3	-18	-8
Cc1ccc(OC(=O)CCC(=O)NC(C)c2ccccc2)cc1 (stereo unspecified)	2	-1	-4	1	-11	0	1	-1	1	-1
Cc1ccc(-c2nnn(CC(=O)N(CC(=O)NC3CCCC3)c3cccc(F)c3)n2)o1	1	3	7	-2	-3	-14	-4	-1	0	-5
C=CCNC(=O)CSc1nc2sc3c(c2c(=O)n1CCC)CCC3	0	6	2	-2	-9	-9	-2	5	-1	-3
COc1ccc(S(=O)(=O)Nc2cccc(-c3ccc4nncn4n3)c2)c(OC)c1	3	14	-17	4	-4	-6	-4	2	-7	4
N#CC1(c2c(O)nc3n(c2=O)CCCS3)CCCCC1	-3	-8	4	4	4	1	-3	7	17	6
COc1ccccc1CNC(=O)CN1C(=O)c2ccccc2S1(=O)=O	-1	3	-6	-1	-2	6	0	1	4	7
O=C(CN(C(=O)CNC(=O)c1ccco1)c1ccc2c(c1)OCCO2)NC1CCCC1	0	-5	0	-3	0	12	-7	-3	-2	-1
COc1cc(/C=N/Nc2ccc(Cl)nn2)cc(OC)c1O	-3	-4	-6	1	6	8	-2	10	-2	1
O=C(NCCOc1nc(N2CCCCC2)nc(N2CCOCC2)n1)Nc1ccccc1	-2	1	-6	-3	1	-2	2	-9	-5	-6
CCOc1ccc(OCC)c(S(=O)(=O)NCc2cccnc2)c1	1	3	-6	0	6	0	1	2	7	-3
CCOCc1nnc(NC(=O)c2cccc(OC)c2)s1	-3	-5	3	6	-5	1	-2	0	-6	-7
Cc1ccc(C)c(NS(=O)(=O)c2ccc(NC(=O)c3ccco3)cc2)c1	0	-1	-2	-2	-25	-23	5	7	-11	3
CN(C)S(=O)(=O)c1cccc(NC(=S)NNC(=O)c2cc3ccccc3cc2O)c1	-1	-12	-10	4	-26	25	-3	87*	-14	23*
Cc1ccc(NC(=S)NCc2ccc3c(c2)OCO3)c(C)c1	-4	8	0	-2	-5	-10	2	-2	2	7
O=C(CCC(NC(=O)OCc1ccccc1)C(=O)OCC(=O)N1CCCCC1)OCC(=O)N1CCCCC1 (stereo unspecified)	0	-10	-3	1	2	1	0	-9	1	9
Cc1cccc(C)c1Nc1c(-c2ccccn2)nc2ccccn12	-4	-2	-3	2	24	26	1	-8	5	-9
COc1ccc(C(=O)C2CCCN(C(=O)C3CCOCC3)C2)cc1OC (stereo unspecified)	1	-11	0	-2	8	-2	3	-2	-8	3
O=C1Nc2ccc(Br)cc2/C1=C/C(=O)c1ccccc1	0	10	-10	11	20	-20	-8	15	7	5
CCOC(=O)N1CCN(C(=O)c2cc(-c3ccc(OCC)cc3)nc3ccccc23)CC1	5	-15	-5	1	-7	-10	-2	-1	-2	-1
CC(C)CC1Nc2ncnc(N3CCN(c4ccccc4)CC3)c2N(Cc2ccccc2)C1=O (stereo unspecified)	2	-11	2	-3	-2	-7	0	5	0	-1
Cc1ccc(S(=O)(=O)NNC(=O)CC#N)cc1	2	2	5	0	0	7	1	4	5	6
Nc1nc2c(nc(N3CCCCC3)n2[C@@H]2O[C@H](CO)[C@@H](O)[C@H]2O)c(=O)[nH]1	4	-27	-3	-3	-4	-2	-4	0	-2	-10
C[C@@H]1CN([C@@H](C)CO)C(=O)c2cc(N(C)C)ccc2O[C@@H](C)CCCCO[C@@H]1CN(C)Cc1ccc2c(c1)OCO2	1	-3	3	-6	-2	-3	-1	2	2	2
CC(C)NC(=S)Nc1ccc(S(=O)(=O)Nc2ncccn2)cc1	2	1	10	0	4	3	-4	-1	4	4
CCOc1ccc(OCCOCCNCCOC)cc1	3	-6	6	-3	1	-1	2	-1	3	5
NNC(=O)c1nc(-c2ccccc2)n2c1CCCCC2	-6	-2	2	-2	6	-28	0	-5	-2	0
CC(=O)Nc1ccc(NC(=O)C2CCN(S(=O)(=O)c3cccc4nonc34)CC2)cc1	-3	-3	9	3	-8	-1	4	3	-18	-6
CCN1C=C(C(C)=O)C(=O)CC1	1	8	-1	0	1	2	-4	2	1	11
C[C@H](CO)N1C[C@H](C)[C@@H](CN(C)C(=O)Nc2ccc(C(F)(F)F)cc2)Oc2c(NC(=O)C3CCCCC3)cccc2C1=O	3	-2	2	-2	-4	-13	2	6	1	6
Cc1ccc(C(=O)N=c2sccn2C)cc1C	2	-1	3	-1	1	-8	3	-2	3	-2
Cc1cccn2c(=O)nc(SCC(=O)NC3CCCC3)nc12	1	-20	5	5	-3	2	2	-2	-2	-6
N[C@@H](Cc1cc(I)c(O)c(I)c1)C(=O)O	7	-6	0	19	51*	31	-2	21	-17	14
Cc1noc(C)c1NC(=O)N(C)C[C@@H]1OCc2ccccc2-c2c(n(C)c3ccccc23)C(=O)N([C@H](C)CO)C[C@H]1C	-4	-9	3	1	3	2	-1	4	-4	7
O=C(COC(=O)c1ccc(O)cc1)Nc1ccc(Cl)cc1	2	4	-2	-3	-14	.	1	1	-7	2
CCN(C(=O)CCS(=O)(=O)c1cccc2nonc12)c1ccc(C)c(C)c1	1	10	1	0	2	2	-6	0	7	-1
O=C(CCS(=O)(=O)c1ccccc1)Nc1ccc(-c2nc3ccccc3s2)c(O)c1	1	-3	-3	-1	0	2	-3	9	5	9
CCc1cc2c(NCC3CCCO3)nc(C)nc2s1 (stereo unspecified)	3	-4	-14	-2	2	-3	1	-1	7	5
OC[C@@H]1CN(Cc2ccncc2)C[C@H](n2cnc3c(N4CCOCC4)ncnc32)O1	-5	6	2	7	-1	.	-4	1	-4	-1
CC(C)CCSc1nc(N)c(C#N)cc1C#N	-2	15	0	4	5	-20	0	0	-11	3
O=C(Cc1coc2ccc3ccccc3c12)NCc1ccccc1	-2	1	-3	0	-16	-21	-3	2	-4	0
CN(C)c1ccc(C=NCC2COc3ccccc3O2)cc1 (stereo unspecified)	5	-10	0	-9	-8	2	-2	-1	-8	2
COC(=O)CC(NS(=O)(=O)c1cccs1)c1cccc2ccccc12 (stereo unspecified)	1	1	-2	-3	-3	-3	0	-1	-8	2
O=C(Nc1cccnc1)c1ccccc1Oc1ccccc1	4	-12	0	0	-1	-8	-6	3	-2	-3
CCCc1[nH]n(-c2ccc(F)cc2)c(=O)c1C=Nc1cccc(F)c1	-1	9	-7	1	5	-6	-3	-1	9	-1
O=C(COC(=O)c1cnc(Cl)c(Cl)c1)NCc1cccs1	1	-13	-2	0	-2	1	-2	-1	6	7
O=C(CSc1ncnc2ccccc12)Nc1cccc(S(=O)(=O)N2CCOCC2)c1	0	-16	2	16	-2	-8	-5	4	6	7
CCOC(=O)c1cc2c(c(CCO)n1)[C@H](CCO)N(S(=O)C(C)(C)C)C2 (stereo partly specified)	-4	4	1	1	-2	1	-4	5	-1	-11
C#CCOc1c(Cl)cc(C2C3=C(CCCC3=O)N(CC(=O)O)C3=C2C(=O)CCC3)cc1OC	7	5	2	2	6	12	-2	5	4	5
COc1ccc(-c2nc(CN(C)C(C)c3ccon3)c(C)o2)c(C)c1C (stereo unspecified)	6	-2	0	-2	2	-15	-8	-8	2	-3
CC(C)OCCCN(C)C1CCN(S(=O)(=O)c2ccc(-c3ccc(=O)[nH]n3)s2)CC1	0	-5	-2	5	-3	0	-6	-2	1	-5
Cc1ccc([N+](=O)[O-])cc1S(=O)(=O)Nc1cccc(S(=O)(=O)Nc2ccccc2C(=O)O)c1	6	-12	0	0	-8	-4	1	46*	-5	0
O=C(Nc1cc(C(F)(F)F)ccc1N1CCOCC1)c1ccccc1F	-4	-2	-1	2	-10	-7	2	-3	3	7
O=C(COC(=O)c1ccco1)Nc1nc2ccccc2s1	-2	-4	-4	-1	-3	1	-1	6	-3	-3
C=CCOc1ccccc1/C=N/O	-1	7	-1	-1	3	-1	2	-1	1	0
Continued:
SMILES	LEDGF integ inh	TDP2 absorb	NPR2 activator	PRMT1 FP inh	ABHD4 inh	HTRA1 inhibitor	MBD2 inh	rCAG binder	SIAE inh	TCR-CD3 inh
COCCNC(=S)N/N=C(\C)c1ccccc1O	-5	1	0	3	1	0	-1	0	3	0
Cc1nc2ccc(NC(=O)N(C)c3ccccc3)cc2s1	-3	0	0	2	8	3	6	-5	-5	-2
COc1ccc([N+](=O)[O-])cc1NC(=O)CSc1nncn1-c1ccccc1	0	-9	4	0	0	-3	0	-2	-6	-4
CCCCOC(=O)CSc1n[nH]c(=O)[nH]c1=O	0	-11	4	0	0	-1	2	-1	-2	6
CN1CCN(C(=O)CSc2cc(=O)n(C)c3ccccc23)CC1	4	5	5	-3	12	10	3	7	4	0
CCC(=O)c1cc2c(C)cc(=O)oc2c(C)c1OC	3	9	16	-2	6	4	-8	0	-2	1

Complete entries as entered above. Order of screens: LEDGF integ inh, TDP2 absorb, NPR2 activator, PRMT1 FP inh, ABHD4 inh, HTRA1 inhibitor, MBD2 inh, rCAG binder, SIAE inh, TCR-CD3 inh
CCC(=O)c1cc2c(C)cc(=O)oc2c(C)c1OC in the list: 3, 9, 16, -2, 6, 4, -8, 0, -2, 1
CCCCOC(=O)CSc1n[nH]c(=O)[nH]c1=O in the list: 0, -11, 4, 0, 0, -1, 2, -1, -2, 6

In the list so far, these contain a CF3 group:
SMILES	LEDGF integ inh	TDP2 absorb	NPR2 activator	PRMT1 FP inh	ABHD4 inh	HTRA1 inhibitor	MBD2 inh	rCAG binder	SIAE inh	TCR-CD3 inh
C[C@H](CO)N1C[C@H](C)[C@@H](CN(C)C(=O)Nc2ccc(C(F)(F)F)cc2)Oc2c(NC(=O)C3CCCCC3)cccc2C1=O	3	-2	2	-2	-4	-13	2	6	1	6
O=C(Nc1cc(C(F)(F)F)ccc1N1CCOCC1)c1ccccc1F	-4	-2	-1	2	-10	-7	2	-3	3	7

Screening results (PubChem)
